Screening data deposited in PubChem BioAssay by Broad Institute.
miR-122 sensor – blocks miR-122 activity in Huh7 sensor cells. Huh7 miR-122 Renilla luciferase sensor, 48 h; neutral wells = 0, positive control = 100. activation (reporter increase), % at 12.5 µM. actives 0.3% (n = 340,000). AID 602342;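 active means mean replicate activation score at least 90 and every replicate individually at or above 90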;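 further: higher luciferase means less miR-122 activity so hits act as miR-122 inhibitors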
INS-1E GSIS act – GLuc luminescence reporter in INS-1E cells, primary screen for activators of glucose-dependent secretion of insulin; INS-1E GLuc reporter insulin secretion, 2-3 h; activation, % at 16.6 µM; actives 0.61% (n = 370,000);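 active means lowest replicate activation of at least 40%, so every replicate reaches that level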;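 further: 0% = median of neutral control wells and 100% = median of IBMX positive control wells; some compounds called inactive have numbers as strong as hits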
Cneo AK release – causes C. neoformans cell lysis; adenylate kinase release luminescence, 4 h; normalised: neutral wells 0, clomiphene wells 100; lysis activity, % at 15 µM; actives 0.2% (n = 360,000); AID 651654;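 active means mean lysis activity across replicates of at least 80%, whatever share of replicates individually reach that level; inactive means mean lysis activity below 80%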
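Test system: log-phase Cryptococcus neoformans yeast cells; Quantity: yeast cell density of 5 × 10^6 cells/mL; Buffer or medium: YPD; Doses: single compound concentration per well; Timing: 4 h at 37 °C static, read 1 h later; Measured by: AK luminescence; Read-out basis: lysis from increased AK signal; Control set: Clomiphene as positive control.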
PglD inh – PglD (C. jejuni) enzyme inhibition | purified PglD enzyme, DTNB colorimetric CoA detection | inhibition, % at 12.5 µM | actives 0.098% (n = 360,000); in the data active means inhibition above about 16%, passing the limit was not always enough; further: strong numbers were not always called active
C2C12 statin – protects C2C12 myotubes from simvastatin toxicity; ATP luminescence, 48 h; scaled: DMSO 0, geranylgeraniol control 100; actives 0.78% (n = 330,000); rescue of ATP level, % at 7.49 µM; AID 602340;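 active means mean ATP rescue above about 67%, or every replicate alone reaching that limit, limit read from the data, passing the limit was not always enough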;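 further: myotubes were challenged with 10 µM simvastatin during compound exposure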
CFTR F508del cor – CFTR F508del correction in bronchial cells; activity (quench increase), % at 7.58 µM; CFBE cells, YFP halide quenching; stimulated with forskolin plus potentiator P3; % fluorescence drop versus neutral controls; actives 0.36% (n = 350,000);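 active means mean added fluorescence quench of at least 8% versus neutral control, with both replicates also reaching 8%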;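 further: cells transiently co-express mutant CFTR-F508del with the halide-sensitive YFP; corrector assay measuring rescue of mutant channel to the surface after 24 h compound exposure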
PGC1a acetyl inh – PGC1a acetylation modulation, inhibitor mode; U2OS PGC1a acetylation, AlphaScreen anti-acetyl-lysine; with virally co-expressed GCN5 acetyltransferase; inhibition, % at 15.6 µM; actives 0.17% (n = 350,000); AID 651687;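 active means every replicate shows inhibition of at least 40%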;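 further: 0% = neutral control wells and 100% = positive control wells; some results beyond the cut were filed as inactive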
FN deposition inh – fibronectin deposition inhibition; inhibition, % at 12.6 µM; actives 0.086% (n = 350,000); AH1F fibroblasts, Alexa488-fibronectin deposition fluorescence, overnight;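 active means mean inhibition across replicates of 30% or more, regardless of how many single replicates reach that level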;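 further: positive control wells lacked labelled fibronectin entirely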
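Assay system: AH1F fibroblast monolayer, labelled fibronectin deposition. Amount: 10000 cells per well. Also added: labelled fibronectin 24 nM. Compound: single-point pinned compound. Incubation: cell attachment 1 h, compound and FN exposure overnight. Detection: fluorescence after three HBSS washes, excitation 485 nm, emission 525 nm. Read-out: inhibition of fibronectin deposition signal.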
The depositor's hits bear a star; / = no result given; & = joins results of further samples; [ ] = another dose, or the depositor's remark.

smiles,miR-122 sensor,INS-1E GSIS act,Cneo AK release,PglD inh,C2C12 statin,CFTR F508del cor,PGC1a acetyl inh,FN deposition inh
COc1ccc(NC(=O)c2ccc(NC(=O)CSc3nccc(=O)[nH]3)cc2)cc1,-1,24,0,-1,/,-1.4,-1,-2
O=c1cc(CN2CCN(C/C=C/c3ccccc3)CC2)c2cc(O)c(-c3ccccc3)cc2o1,-3,2,4,-3,/,/,/,/
CC(C)C(NC(=O)c1c(F)cccc1F)C(=O)N1CCN(S(=O)(=O)/C=C/c2ccccc2)CC1 (stereo not drawn),-12,-4,0,1,-5,1.5,4,2
C/C=N/N(c1ccccc1)c1ccccc1,-3,5,2,2,/,-3.8,-5,5
Cc1nc2ccc(C(=O)O)cc2nc1C,-1,34,2,-3,-14,/,-5,-2
C[C@H]1CN([C@@H](C)CO)C(=O)c2cc(C#CC3CCCCC3)cnc2O[C@H]1CN(C)S(=O)(=O)c1cccc(F)c1,-29[16.7 µM],-14,0,-1,-3,-3.5,14,0
O=C(Nc1nnc(C2CCCCC2)s1)C1CC(=O)N(c2ccc(F)cc2)C1 (stereo not drawn),-1,24,-3,4,50,3.9,5,-5
Cc1ccccc1Nc1nc(CSc2nnnn2-c2ccccc2)cs1,0,/,0,-1,-13,/,4,/
C[C@@H]1CN([C@@H](C)CO)C(=O)c2cc(NC(=O)C3CCCCC3)ccc2O[C@@H](C)CCCCO[C@@H]1CN(C)C,2[16.7 µM],-17,/,/,15,0.2,14,/
CSCC[C@H](NC(=O)Cc1ccc(Cl)cc1)C(=O)N1CCC2(CC1)NCCc1[nH]cnc12,-2,-9,-2,-5,2,-1.1,2,-1
CCOCC(=O)NC1CCc2cc(OC)c(OC)c(OC)c2-c2ccc(SC)c(=O)cc21 (stereo not drawn),74,-38,/,/,/,-2.1,-3,11
COc1ccccc1CNC(=O)COC(=O)c1cc(=O)[nH]c2ccccc12,18,8,1,5,-5,1.5,3,-5
C[C@@H]1CN([C@@H](C)CO)C(=O)c2cc(NS(=O)(=O)c3cn(C)cn3)ccc2O[C@@H](C)CCCCO[C@H]1CN(C)C(=O)CCCN(C)C,6[16.7 µM],1,-3,2,/,-3.2,4,/
O=C(CN1CCOCC1)NCCNS(=O)(=O)c1ccccc1,1,6,0,0,-7,3.0,-2,1
O=C(CN1CCN(c2ccc(F)cc2)CC1)Nc1cccc(C(F)(F)F)c1,2,/,0,/,-22,/,-24,/
O=C(Cc1ncc(C(F)(F)F)cc1Cl)NC1CC1,-3,5,1,6,3,0.9,2,-12
CCC1CCCCN1CCCNC(=O)c1cn(CC)c2ccc(S(=O)(=O)N(C)C3CCCCC3)cc2c1=O (stereo not drawn),/,-29,0,-2,-14,-1.3,/,-12
COc1ccc(N(C)S(=O)(=O)c2cccc(C(=O)Nc3nc(C)c(C(C)=O)s3)c2)cc1,/,-6,-2,-1,4,-0.9,/,-13
CCCc1cc(=O)n2c(nc3ccccc32)[nH]1,-3,/,-2,3,0,/,3,/
CCCC(=O)Nc1ccc2c(c1)OC[C@H](C)N(C(=O)c1ccccn1)C[C@@H](C)[C@@H](OC)CN(C)C2=O,/,6,1,0,-13,-0.9,-8,14
O=C(NCCc1ccc(Cl)cc1)C1CCN(C(=O)N2CCOc3ccccc32)CC1,0,-28,0,-4,15,1.1,0,0
COCCCNC(=O)C[C@H]1C[C@H](C(=O)N2CCCCC2)[C@@]2(CCc3ccccc3)c3[nH]c4cc(CCC(=O)N(C)C)ccc4c3CCN2C1=O,49,/,1,-2,3,/,-2,/
CCC(=O)Nc1nnc(SCC(=O)Nc2ccc3c(c2)OCCO3)s1,/,8,0,1,0,-5.9,/,0
Cc1cccc(N(C)S(=O)(=O)c2c(C)noc2C)c1,-4,17,2,2,14,0.3,/,3
Cc1csc(SCc2nc3sc4c(c3c(=O)[nH]2)CCC4)n1,-12,8,-1,1,/,/,4,4
COc1ccc(CNC(=O)C[C@H]2C[C@H](C(=O)N3CCOCC3)[C@@]3(C)c4[nH]c5cc(CCC(=O)N(C)C)ccc5c4CCN3C2=O)cc1OC,1,/,-2,0,7,-1.3,-2,20
O=C(c1ccc2c(c1)N(Cc1ccccc1)C(=O)c1ccccc1S2)N1CCCC1,3,-13,2,4,25,1.2,-17,/
COCCNC(=O)C[C@H]1CC[C@H]2[C@@H](COC[C@H](O)CN2C(=O)Nc2ccccc2OC)O1,5[16.7 µM],6,-1,1,-18,-1.4,-6,1
Cn1c(=O)[nH]c(=O)c2c1nc(N/N=C/c1ccncc1)n2Cc1ccc(F)cc1,-3,6,1,-1,/,-0.6,8,-16
COc1ccc2c(c1)[nH]c1c(N3CCN(Cc4ccc5c(c4)OCO5)CC3)ncnc12,-22,/,0,-3,-83,/,/,5
CC1(C(=O)NC2CCN(Cc3ccccc3)CC2)CCN1CCc1ccccc1 (stereo not drawn),-4,6,1,1,2,0.1,-2,-4
CN1CCN(C(c2cccnc2)c2ccc3cccnc3c2O)CC1 (stereo not drawn),-7,/,3,-1,-3,/,6,/
O=C(NC1CCN(Cc2ccccc2)CC1)C1CCN(S(=O)(=O)c2ccccc2)CC1,/,43,0,3,-2,-0.9,/,-5
Cc1ccc(C)c(S(=O)(=O)N2CCCOC2CNC(=O)C(=O)NC2CCCCC2)c1 (stereo not drawn),-6,-8,-1,5,0,-0.6,5,5
O=C(CN1C(=O)NC2(CCCCC2)C1=O)N(Cc1ccco1)Cc1cccs1,-8,15,4,-2,5,-3.5,/,-7
COc1ccc2[nH]c3c(c2c1)CCN1C(=O)C(CC(=O)NCCN2CCOCC2)C[C@H](C(=O)N2CCCCC2)[C@@]31CCc1ccccc1 (stereo partly drawn),-1,1,10,-2,13,3.1,/,12
O=c1cc(N2CCN(c3cccc(Cl)c3)CC2)[nH]c(=O)n1C1CCCCC1,-2,/,1,3,-35,/,4,/
O=C1NC(NS(=O)(=O)c2ccccc2)(C(F)(F)F)C(=O)N1Cc1ccccc1 (stereo not drawn),-2,11,2,4,-7,-2.2,-10,5
O=C(CCc1ccccc1Cl)NC1CCCN(c2ccc(C(F)(F)F)cn2)C1 (stereo not drawn),-5,15,2,0,-15,1.5,8,-5
CCCNC(=O)C1(C)CCN(Cc2ccc(-c3ccccn3)cc2)C1 (stereo not drawn),3,/,1,-2,3,-1.6,12,/
Cc1ccc(C)c(NC(=O)CSc2nc3c(oc4ccccc43)c(=O)n2-c2ccccc2)c1,-11,13,-2,8,14,1.9,4,3
CCCNC(=O)N1C[C@@H](O)COC[C@@H]2O[C@@H](CC(=O)N[C@@H]3CCN(Cc4ccccc4)C3)CC[C@H]21,1[16.7 µM],-2,2,9,3,-5.3,-1,20
N#CC1=C2SC=C(c3ccc(Br)cc3)N2CCCC1=O,6,7,/,/,/,4.2,-25,26
COc1ccccc1CN(C)CC(=O)Nc1cccc(S(=O)(=O)N2CCCCC2)c1,3,-66,-2,-7,6,-0.9,-14,0
Cn1c(Sc2ccc(C(=O)O)cc2[N+](=O)[O-])nnc1-c1ccccc1,-2,-5,/,/,/,-3.9,6,5
CCOc1ccc(CN(C)C(=O)c2ccc(=O)[nH]c2)cc1,-1,4,0,-3,-1,0.9,15,-8
C[C@H](CO)N1C[C@H](C)[C@@H](CN(C)Cc2ccc(Cl)c(Cl)c2)Oc2ccc(NS(=O)(=O)c3ccc(Cl)cc3)cc2C1=O,1[16.7 µM],-2,54,1,6,7.1,8,/
CCCCC(=O)Nc1ccc(Br)cc1C(=O)O,4,7,-2,-3,/,/,/,/
NNC(=O)COc1cccc2cccnc12,-5,/,5,4,122*,/,11,-7
Cc1cc(NC(=O)C2CCCN2C(=O)Nc2c(C)cccc2C)ccc1-n1cnnn1 (stereo not drawn),0,15,0,6,-2,/,-4,/

Going on with the list:
smiles,miR-122 sensor,INS-1E GSIS act,Cneo AK release,PglD inh,C2C12 statin,CFTR F508del cor,PGC1a acetyl inh,FN deposition inh
CCOC(=O)CSc1nnc(-c2cccs2)n1-c1ccccc1,-6,/,0,-5,16,/,4,17
Cn1c(=O)n(Cc2ccccc2)c(=O)c2c1nc1n2CCS1,-9,/,-3,-1,/,/,/,-2
CCN(CC)c1ccc(NC(=O)c2cnc3ccccn3c2=O)c(C)c1,-14,-21,-2,-1,4,/,-1,/
CCCCC(CCC(=O)Nc1ccc(C(=O)OCC)cc1)C(=O)O (stereo not drawn),-6,/,0,1,-3,/,6,/
CC1CCC2C(=O)N(c3ccccc3OC(=O)c3ccccc3)C(=O)C2C1 (stereo not drawn),4,/,3,3,-5,/,/,4
CCC(=O)N1C[C@H](C)[C@H](OC)CN(C)C(=O)c2ccc(NC(=O)Nc3ccccc3)cc2OC[C@H]1C,0[16.7 µM],-11,-6,3,11,2.3,11,-15
C[C@@H]1CN([C@H](C)CO)C(=O)CCCn2nncc2CO[C@H]1CN(C)S(=O)(=O)c1ccc(Oc2ccccc2)cc1,2,-8,-1&0,-3&-1,1&-8,1.1&-1.4,-8&-1,-2&8
O=C(O)CCC(=O)N1CCN(c2nc(-c3ccccc3)c3cc(Br)ccc3n2)CC1,-3,-6,5,2,10,2.4,-9,0
CCc1nc2ccc(C(=O)NCc3ccccc3OC)cn2c1N(C)Cc1ccc(OC)cc1,1,-55,0,-3,-12,0.5,/,0
CCOc1ccc(NC(=O)Cn2nnc(C(=O)NCc3ccc4c(c3)OCO4)c2N)cc1,-17,-4,5,-1,-10,0.7,-8,-2
C[C@H](CO)N1C[C@H](C)[C@@H](CN(C)C(=O)Nc2ccccc2)Oc2ccc(NC(=O)C3CCCCC3)cc2C1=O,16[16.7 µM],13&-1,0&0,6&2,7&20,-0.7&0.6,-2&8,11
COc1cc(/C=C/CNC[C@H]2O[C@@H](n3cnc4c(=O)[nH]c(N)nc43)[C@H](O)[C@@H]2O)ccc1O,-5,/,1,3,-7,-2.0,-5,25
Fc1ccccc1-c1nc(-c2ccc(Cl)cc2)no1,-4,/,-8,5,0,/,0,5
C[C@@H](O)C#Cc1ccc([C@H]2[C@H](CO)N3CCCCN(CC4CC4)C[C@@H]23)cc1,2[16.7 µM],3,-3,2,11,1.4,7,/
COC(=O)c1cc(NC(=O)CSc2nc(C)cc(=O)[nH]2)cc(C(=O)OC)c1,-5,-8,-3,-2,4,-1.5,-9,/

Looked up by structure from the entries so far:
smiles,miR-122 sensor,INS-1E GSIS act,Cneo AK release,PglD inh,C2C12 statin,CFTR F508del cor,PGC1a acetyl inh,FN deposition inh
COC(=O)c1cc(NC(=O)CSc2nc(C)cc(=O)[nH]2)cc(C(=O)OC)c1,-5,-8,-3,-2,4,-1.5,-9,/
COc1cc(/C=C/CNC[C@H]2O[C@@H](n3cnc4c(=O)[nH]c(N)nc43)[C@H](O)[C@@H]2O)ccc1O,-5,/,1,3,-7,-2.0,-5,25
Fc1ccccc1-c1nc(-c2ccc(Cl)cc2)no1,-4,/,-8,5,0,/,0,5
C[C@@H](O)C#Cc1ccc([C@H]2[C@H](CO)N3CCCCN(CC4CC4)C[C@@H]23)cc1,2[16.7 µM],3,-3,2,11,1.4,7,/
